DENV2 CPE: inhibitors of DENV2 cytopathic effect, primary screen, cell-based, plate reader, single concentration. actives 1.7% (n = 350,000). DENV2-infected cells, cytopathic effect rescue. AID 651640, 2012. CPE inhibition, % at 9.99 µM; in the data active = CPE inhibition above about 20%, passing the limit was not always enough; inconclusive = no clear call, values can overlap the other calls; tested in BHK-21 cells;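 note: 0% = median of neutral control wells and 100% = median of positive control wells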
ERp5 inh: inhibitors of ERp5-driven insulin aggregation, primary screen, biochemical, turbidity, absorbance 650 nm, single point; Protein disulfide-isomerase A6 (Homo sapiens), Q15084; 90 min; inhibition, % at 9.99 µM; actives 0.05% (n = 350,000); AID 651711, 2012;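 active = mean replicate inhibition above about 25%, with every replicate also reaching it, limit read from the data, passing the limit was not always enough; inconclusive = only one of those two criteria met; inactive = neither criterion met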
ERAP1 HTS inh: human ERAP1 aminopeptidase inhibitors, primary screen, biochemical, single point, plate reader | actives 0.15% (n = 340,000) | inhibition, % at 10.7 µM | Endoplasmic reticulum aminopeptidase 1 (Homo sapiens), Q9NZ08 | recombinant ERAP1, Leu-AMC fluorescence, 60 min;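 active = mean replicate inhibition of at least 30%, or all replicates individually reaching that 30% level; inactive = mean below 30% and not every replicate reaching it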;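 note: 0% = neutral control wells and 100% = L-leucinethiol positive control wells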
Target sequence (Q9NZ08 whole entry, looked up): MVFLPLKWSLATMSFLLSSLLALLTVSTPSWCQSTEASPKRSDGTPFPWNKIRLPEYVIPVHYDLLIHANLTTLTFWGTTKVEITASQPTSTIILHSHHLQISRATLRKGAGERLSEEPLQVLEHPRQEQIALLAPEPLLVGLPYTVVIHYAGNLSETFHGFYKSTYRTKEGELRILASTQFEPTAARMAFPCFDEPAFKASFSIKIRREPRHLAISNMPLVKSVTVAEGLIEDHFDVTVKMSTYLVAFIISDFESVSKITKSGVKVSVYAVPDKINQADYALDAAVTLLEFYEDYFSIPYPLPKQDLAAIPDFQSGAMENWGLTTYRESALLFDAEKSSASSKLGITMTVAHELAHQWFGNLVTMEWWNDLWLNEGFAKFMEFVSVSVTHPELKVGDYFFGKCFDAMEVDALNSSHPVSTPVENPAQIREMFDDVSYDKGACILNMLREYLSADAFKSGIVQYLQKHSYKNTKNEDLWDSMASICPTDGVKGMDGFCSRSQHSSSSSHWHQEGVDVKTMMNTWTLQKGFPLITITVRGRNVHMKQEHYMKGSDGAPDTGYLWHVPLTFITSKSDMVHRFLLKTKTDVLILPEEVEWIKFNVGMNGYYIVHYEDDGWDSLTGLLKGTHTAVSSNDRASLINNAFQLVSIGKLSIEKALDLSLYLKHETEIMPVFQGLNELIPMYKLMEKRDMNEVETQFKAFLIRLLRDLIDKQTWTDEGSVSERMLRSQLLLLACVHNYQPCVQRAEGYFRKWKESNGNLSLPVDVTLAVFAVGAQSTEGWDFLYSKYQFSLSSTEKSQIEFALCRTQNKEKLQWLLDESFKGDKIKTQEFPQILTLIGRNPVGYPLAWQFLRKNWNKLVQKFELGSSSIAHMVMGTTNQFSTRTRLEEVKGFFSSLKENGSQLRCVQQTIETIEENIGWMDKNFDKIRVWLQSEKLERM
SIRT5 inh: SIRT5 desuccinylase inhibitors, primary screen, biochemical, fluorescence imaging, single point, set 5; inhibition, % at 15 µM; actives 1.1% (n = 330,000); AID 652115, 2013; Purified SirT5, succinyl-peptide AMC, trypsin-coupled fluorescence; in the data active = inhibition above about 15%; inconclusive = no clear call, values can overlap the other calls
F508del corr: F508del CFTR correction, initial screen, CFBE line, single point; CFBE cells, YFP halide quenching; stimulated with forskolin plus potentiator P3; % fluorescence drop versus neutral controls; activity (quench increase), % at 7.58 µM; actives 0.36% (n = 350,000); AID 720511, 2013;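 active = mean added fluorescence quench of at least 8% versus neutral control, with both replicates also reaching 8%; inconclusive = only one of the mean or replicate conditions met; inactive = mean below 8% and not both replicates reaching 8%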;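 note: cells transiently co-express mutant CFTR-F508del with the halide-sensitive YFP; corrector assay measuring rescue of mutant channel to the surface after 24 h compound exposure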
CASP6 VEID inh: human caspase-6 inhibitors, primary screen, biochemical, VEID-R110 fluorescence, single point, set 2; P55212; AID 686996, 2013; actives 0.53% (n = 350,000); inhibition, % at 12.5 µM; purified caspase-6, Z-VEID-R110 cleavage fluorescence;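 active = mean inhibition across replicates at least about 35%, with every replicate also reaching that limit, limit read from the data; inconclusive = only one of the two criteria met; inactive = neither criterion met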;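 note: 0% = median of neutral control wells and 100% = no fluorescence left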
miR122 inh: miR-122 Renilla sensor signal increase in Huh7, primary screen, miR-122 inhibitor project, cell-based, single point, plate reader. Huh7 miR-122 Renilla luciferase sensor, 48 h; neutral wells = 0, positive control = 100. activation (reporter increase), % at 12.5 µM. actives 0.3% (n = 340,000). AID 602342, 2012;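 active = mean replicate activation score at least 90 and every replicate individually at or above 90; inconclusive = only one of the two criteria met; inactive = neither criterion met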;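 note: higher luciferase means less miR-122 activity so hits act as miR-122 inhibitors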
Starred values were filed as active, the others as inactive; ? = inconclusive; nt = no result given; [ ] = remark or other dose.

SMILES	DENV2 CPE	ERp5 inh	ERAP1 HTS inh	SIRT5 inh	F508del corr	CASP6 VEID inh	miR122 inh
O=C1CCC(=O)N1CNc1ccc(Oc2ccccc2)cc1	-4	2	2	1	-3.3	0	-4
O=C(NC1CCCCC1)c1cc2c(cc1Cl)N1CCCCCC1=NS2(=O)=O	-15	-2	0	-3	-0.6	5	0
O=C(CCCN1CCC(O)(c2cccc(C(F)(F)F)c2)CC1)c1ccc(F)cc1	-2	7	-10	3	8.3*	6	-6
O=C(C[C@H]1CC[C@H](NC(=O)C2CC2)[C@H](CO)O1)NC1CCC1	0	-1	0	-2	1.7	-1	11[16.7 µM]
COc1ccc(N2CCN(C(CNC(C)=O)c3ccc4c(c3)OCO4)CC2)cc1 (configuration not stated)	-3	5	4	-2	-4.1	3	nt
COc1ccc(CCNC(=O)C(=O)NCC2OCCN2S(=O)(=O)c2ccc(F)cc2)cc1 (configuration not stated)	6	-1	-2	0	2.5	-2	-1
CCOC(=O)N1CCN(S(=O)(=O)c2ccc3c(c2)C(C)C(=O)N3)CC1 (configuration not stated)	-5	-2	1	-2	8.1*	0	-2
NC(=Nc1ccc(Cl)cc1)c1ccccc1	-3	7	0	4	0.1	0	5
CCOC(=O)C1=C(C)N(CCCC(=O)O)C(=O)NC1c1ccc(C(F)(F)F)cc1 (configuration not stated)	3	-2	4	-2	-2.3	-3	nt
O=C(CCCN1C(=O)c2ccccc2C1=O)NCCCn1ccnc1	3	-3	2	-2	0.4	-7	-6
NC(=O)NO	11	3	1	-5	1.4	-6	2
CCN(CC)S(=O)(=O)c1ccc(C)c(NC(=O)CSc2nc3ccccc3[nH]2)c1	-2	1	2	-3	nt	-1	12
O=C(COC(=O)c1ccccc1O)NC(=O)c1ccc(OC(F)F)cc1	0	nt	-1	-3	-1.4	0	-3
Cc1ccc(OCCC(=O)OCc2csc(CC(=O)Nc3ccccc3C)n2)cc1	-5	4	-3	-2	-1.6	-3	-10
COCC(=O)N1[C@H](CO)[C@H](c2ccccc2)C12CN(C(=O)c1cccnc1)C2	14	3	-1	3	-4.3	1	nt
CC1=C(C(=O)N(C)C)CC(CC(=O)NCC2CCCCC2)C(=O)N1Cc1ccc(F)cc1 (configuration not stated)	-12	-1	-2	-1	2.5	3	-4
COCC#Cc1cnc2c(c1)C(=O)N([C@H](C)CO)C[C@H](C)[C@H](CN(C)C(=O)Nc1ccccc1OC)O2	4	3	4	4	-1.6	1	5[16.7 µM]
COc1cccc(C(=O)Nc2ccc(-n3nncc3C(C)(C)C)cc2)c1	11	0	2	nt	1.0	0	nt
C[C@@H]1CCCCO[C@@H](CN(C)C(=O)CCC(F)(F)F)[C@@H](C)CN([C@H](C)CO)C(=O)c2cc(NC(=O)CCC(F)(F)F)ccc2O1	5	5	-2	-3	-0.7	0	0[16.7 µM]
CNC(=O)C[C@H]1CC[C@@H]2[C@H](COC[C@@H](O)CN2C(=O)Nc2ccc(Cl)c(Cl)c2)O1	1	5	1	2	2.8	0	-3[16.7 µM]
Cc1ccccc1N=C(c1ccccc1)C1C(=O)c2ccccc2C1=O	-10	-8	-2	-3	0.9	-1	nt
CCc1cccc(C)c1NC(=O)CCOc1ccccc1	-1	1	1	-2	-0.6	-2	-7
C#CCN1CC(COCCCC)Oc2cccc(F)c2S1(=O)=O (configuration not stated)	?	1	-1	-4	-0.1	0	nt
O=C(c1ccccc1F)N1CC(=O)N2[C@H](C1)[C@@H](c1ccc(-c3ccccc3)cc1)[C@@H]2CO	0	3	0	-5	0.1	0	nt
CCc1nc(SCC(=O)Nc2nnc(CC)s2)c2c(=O)n(C)c(=O)n(C)c2n1	9	5	1	-1	1.1	-4	-10
O=C(CN1CCN(c2ccc([N+](=O)[O-])cc2Cl)CC1)N1CCOCC1	8	7	nt	8	1.2	-3	-3
COc1cccc(CNC(=O)C[C@H]2CC[C@H](NC(C)=O)[C@H](CO)O2)c1	?	-2	0	2	-3.5	4	-9[16.7 µM]
CN(C(=O)CSc1nnnn1-c1ccc(Cl)cc1)C1CCS(=O)(=O)C1 (configuration not stated)	14	-16	-5	1	-1.0	0	2
COc1ccc(OC)c(-c2nnc(SCC(=O)NC3CCCCC3)o2)c1	6	0	1	-1	-5.4	-1	1
O=C(c1cc2cc3ccc(Cl)cc3nc2o1)N1CCN(Cc2ccc3c(c2)OCO3)CC1	-1	4	-2	0	-4.3	-3	nt
Cc1csc(NC(=O)CSc2nnc(Cc3cccn3C)n2-c2ccc(F)cc2)n1	-3	0	0	-4	-1.4	0	1
CC(=O)c1sc(Nc2nc3cc4c(cc3s2)OCO4)nc1C	-3	-3	4	-2	-2.8	-2	nt
Cc1cc(C)c2[nH]c(O)c(N=Nc3ccc(C(=O)O)cc3)c2c1	-3	-7	0	4	0.1	nt	11
COC(=O)[C@@]12C[C@@H](CC(=O)NCC34CC5CC(CC(C5)C3)C4)C(=O)N(Cc3ccco3)C1=CCC(C)(C)C2	-16	-2	-2	-1	-1.1	-2	nt
FC(F)(F)c1ccc2c(c1)[nH]c(=S)n2C1CC1	5	1	3	-1	-11	1	nt
CCC/C(=C1/c2ccccc2C(=O)N1c1ccccc1)c1ccc2c(c1)OCCO2	-1	1	1	0	3.8	1	12
Cc1nc2c(sc3nc(N4CCOCC4)c4c(c32)CC(C)(C)OC4)c(-c2ccccc2)c1C(=O)O	-3	3	-3	-3	-4.7	2	-5
CCCN1CCCCC(NC(=O)c2c(F)cccc2F)C1=O (configuration not stated)	5	-5	-5	nt	0.4	5	nt
CN(C)C(=O)c1ccc(-c2ccccc2[C@H]2[C@H](C#N)N(C(=O)C3CCCC3)[C@H]2CO)cc1	0	4	-1	-1	-0.9	2	nt
C[C@@H]1CN([C@H](C)CO)C(=O)c2cccc(NC(=O)Nc3cccc4ccccc34)c2O[C@@H]1CN(C)C(=O)Nc1ccc(C(F)(F)F)cc1	?	42*	-1	7	0.6	-2	-6[16.7 µM]
Cc1ccccc1NC(=O)c1cc(-c2ccco2)nc2ccccc12	4	nt	-2	-5	-3.4	9	-3
O=C(C[C@H]1CC[C@@H]2[C@H](COC[C@@H](O)CN2C(=O)c2ccccc2F)O1)NCc1ccc(Cl)c(Cl)c1	5	0	1	1	-1.4	1	-3[16.7 µM]
O=C(c1cccnc1)N1CC[C@@H]2[C@@H](CO)Nc3ccc(C#Cc4cccnc4)cc3[C@@H]21	-2	3	1	9	0.4	1	nt
COCC(=O)N1CC(=O)N2[C@@H](CO)[C@H](c3ccc(Br)cc3)[C@@H]2C1	5	-2	-3	-6	-1.0	-1	nt
CC(=O)N1CCN(c2ccc(NCc3cccc(C)c3)cc2)CC1	-8	4	3	-4	0.4	4	4

A few values from the results shown:
SIRT5 inh with Cc1csc(NC(=O)CSc2nnc(Cc3cccn3C)n2-c2ccc(F)cc2)n1 = -4
ERAP1 HTS inh with C[C@@H]1CN([C@H](C)CO)C(=O)c2cccc(NC(=O)Nc3cccc4ccccc34)c2O[C@@H]1CN(C)C(=O)Nc1ccc(C(F)(F)F)cc1 = -1
SIRT5 inh with CC(=O)c1sc(Nc2nc3cc4c(cc3s2)OCO4)nc1C = -2

The listing picks up, starting two compounds before the break.
SMILES	DENV2 CPE	ERp5 inh	ERAP1 HTS inh	SIRT5 inh	F508del corr	CASP6 VEID inh	miR122 inh
COCC(=O)N1CC(=O)N2[C@@H](CO)[C@H](c3ccc(Br)cc3)[C@@H]2C1	5	-2	-3	-6	-1.0	-1	nt
CC(=O)N1CCN(c2ccc(NCc3cccc(C)c3)cc2)CC1	-8	4	3	-4	0.4	4	4
CC(C)CN(C(=O)COC(=O)CCc1c[nH]c2ccccc12)c1c(N)n(Cc2ccccc2)c(=O)[nH]c1=O	7	-1	0	-2	-2.7	-2	-10
CN(Cc1nc2ccccc2n1C)c1ccccc1	-4	-1	nt	-3	-2.5	0	7
CC12CCC(=O)C=C1CCC1C2CCC2(C)C(c3csc(N)n3)CCC12 (configuration not stated)	0	7	2	nt	5.2	1	-23
C[C@H]1CN([C@@H](C)CO)C(=O)Cc2cc(NC(=O)CCCCCC(=O)Nc3ccccc3N)ccc2O[C@H]1CN(C)C(=O)Nc1ccccc1	-5	21	0	8	-3.1	-6	40[16.7 µM]
Cc1cccc(N(Cc2cc3cc(C)ccc3[nH]c2=O)C(=O)c2cccs2)c1	0	-1	nt	2	1.1	-2	nt
Cc1noc(C)c1NC(=O)Nc1ccc2c(c1)C(=O)N([C@H](C)CO)C[C@@H](C)[C@@H](CN(C)C(=O)NC1CCCCC1)OCCCC[C@@H](C)O2	-7	7	1	3	-1.0	1	2[16.7 µM]
O=C(Nc1ccc2c(c1)OCO2)N[C@H]1CC[C@@H](CC(=O)N2CCN(c3ccccc3)CC2)O[C@H]1CO	-5	-1	1	1	-1.8	0	nt
O=C(NCCO)C(=O)Nc1cc2c3c(c1)CC(=O)N3CCC2	-5	1	0	-2	-3.4	4	-2
COc1ccc(CNC(=O)C[C@@H]2CC[C@H]3[C@@H](COc4ccc(NC(=O)C(C)C)cc4C(=O)N3C)O2)cc1	?	-4	-3	-2	1.9	-1	-8[16.7 µM]
Cc1cccc(Nc2nc(-c3ccc(O)c(O)c3)cs2)n1	2	-7	-1	2	2.5	14	-13
COC(=O)c1sc(SC)c(-c2ccon2)c1C	-3	-6	-1	-3	0.0	-1	nt
CCc1ccc(NC(=O)C(=O)c2ccccc2NC(C)=O)cc1	-3	5	0	1	0.8	2	1
CN1CCN(c2ccc(NC(=S)NC(=O)c3cccc4ccccc34)cc2)CC1	3	5	-4	1	0.5	-37	2
COc1ccc2c(c1)[C@]1(C[C@H](O)CO1)C(=O)N2C	2	6	5	-6	-2.6	2	nt
CN(C(=O)c1cccc(NC(=O)c2ccccc2)c1)C1CCCCC1	-1	5	2	2	0.1	3	-1

Complete entries from above. Order of screens: DENV2 CPE	ERp5 inh	ERAP1 HTS inh	SIRT5 inh	F508del corr	CASP6 VEID inh	miR122 inh
Results for CC(C)CN(C(=O)COC(=O)CCc1c[nH]c2ccccc12)c1c(N)n(Cc2ccccc2)c(=O)[nH]c1=O = 7	-1	0	-2	-2.7	-2	-10
Results for O=C(NCCO)C(=O)Nc1cc2c3c(c1)CC(=O)N3CCC2 = -5	1	0	-2	-3.4	4	-2

Next part:
SMILES	DENV2 CPE	ERp5 inh	ERAP1 HTS inh	SIRT5 inh	F508del corr	CASP6 VEID inh	miR122 inh
CCC1CCCCN1C(=O)c1ccc2c(c1)C(=O)N(c1ccc(C)cc1)C2=O (configuration not stated)	0	3	3	-4	-0.9	2	-4
C[C@@H]1CN([C@H](C)CO)C(=O)CCCn2cc(nn2)CO[C@@H]1CN(C)Cc1ccc2c(c1)OCCO2	4	-2	-1	-5	-1.6	1	7[16.7 µM]
O=S(=O)(c1ccccc1)N1CCC(=NO)CC1	4	-2	-4	-3	-0.1	0	nt
COc1ccccc1-c1sc2ccccc2c1-c1ccc2c(c1)OCO2	-5	-2	-1	-4	0.0	-6	nt
COCC(=O)Nc1ccc2c(c1)C(=O)N(C)[C@H]1CC[C@@H](CC(=O)NCc3ccccc3)O[C@H]1CO2	-1	6	3	-13	2.8	-4	5[16.7 µM]

Rows are unselected; overall some 4% were active at least once.
